# Screening data as filed in PubChem BioAssay.
# KCNQ1 act: potentiators or activators of KCNQ1 channel, primary screen, cell-based, thallium flux, high-throughput; Potassium voltage-gated channel subfamily KQT member 1 (Homo sapiens), P51787; B-score at 10 µM; CHO-K1 KCNQ1, thallium flux FluxOR fluorescence; active compounds read high; 310,000 compounds, 0.35% hits;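 active = fluorescence ratio B-score, a plate-corrected score, at least three library SD, with initial intensity B-score within 5 SD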
#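 assay system = CHO-K1 cells stably expressing KCNQ1 | medium = assay buffer, equal DMSO in all wells | timing = 37 °C overnight plating, 90-min dark dye load, 20-min compound pretreatment | measured by = kinetic FluxOR thallium fluorescence, 10-s 1-Hz baseline, 110-s post-stimulus read | measure = fluorescence change relative to baseline, converted to B score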
# KCNK9 inh: KCNK9 potassium channel inhibitors, primary screen, HEK293 cells, thallium flux; B-score at 10 µM; 310,000 compounds, 1.2% hits; FluxOR thallium flux fluorescence; active compounds read low; Potassium channel subfamily K member 9 (Homo sapiens), Q9NPC2;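 active = ratio B-score over 3 SD below the library mean, with starting fluorescence within 5 SD of its mean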;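 note: negative B-score means less thallium flux so channel inhibition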
# KCNK3 inh: human KCNK3 channel inhibitors, primary screen, CHO cells, FluxOR thallium flux, B-score | Potassium channel subfamily K member 3 (Homo sapiens), O14649 | FluxOR fluorescence; active compounds read low | B-score at 10 µM | 340,000 compounds, 0.84% hits | AID 602410, 2012;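 active = B-score under library mean minus 4 SD, starting fluorescence ratio at most library mean plus 5 SD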;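 note: more negative B-score means stronger inhibition of thallium flux through KCNK3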
# Target sequence (O14649 whole entry, looked up): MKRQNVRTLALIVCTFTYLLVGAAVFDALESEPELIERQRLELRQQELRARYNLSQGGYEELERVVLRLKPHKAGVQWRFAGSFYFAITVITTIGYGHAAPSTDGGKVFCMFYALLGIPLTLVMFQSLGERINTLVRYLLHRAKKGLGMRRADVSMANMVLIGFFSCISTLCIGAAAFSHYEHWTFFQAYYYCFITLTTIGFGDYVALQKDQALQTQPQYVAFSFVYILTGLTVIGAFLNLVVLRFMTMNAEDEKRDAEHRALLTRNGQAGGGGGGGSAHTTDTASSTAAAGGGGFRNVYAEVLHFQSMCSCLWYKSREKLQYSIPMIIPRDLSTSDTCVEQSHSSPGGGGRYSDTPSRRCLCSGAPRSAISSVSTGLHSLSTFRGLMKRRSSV
# Dyrk1A ADPGlo: rat Dyrk1A kinase inhibitors, primary screen, biochemical, single point, plate reader | 310,000 compounds, 0.43% hits | ADP-Glo luminescence, NFATc1 peptide | Dual specificity tyrosine-phosphorylation-regulated kinase 1A (Rattus norvegicus), Q63470 | inhibition, % at 12.5 µM | AID 504441, 2011; in the data active = inhibition above about 50%;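 note: plate controls were vehicle with enzyme for no effect and no enzyme for full effect; many of its hits are not listed in these tables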
# GSK3A inh: blockers of GSK3A enzyme activity – biochemical, luminescence, cell-free homogeneous, HTS, primary screen; 320,000 compounds, 0.1% hits; Glycogen synthase kinase-3 alpha (Homo sapiens), P49840; AID 2650, 2010; inhibition, % at 10 µM; GSK-3 alpha kinase, ADP-Glo luminescence, 60 min;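 in the data active = inhibition above about 50%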;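 note: GST-tagged GSK-3 alpha with peptide substrate and 25 µM ATP; 0% = DMSO neutral wells and 100% = GW8510 positive control wells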
# RGS4 pot: RGS4 potentiators or activators, primary screen, cell-based, HEK293 M3R inducible RGS4, calcium flux. carbachol calcium flux Fluo4; active compounds read low. B-score at 10 µM. 310,000 compounds, 0.92% hits;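 active = B-score of the integrated calcium signal more than 4 SD below the library mean, with starting fluorescence not abnormally high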;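 note: negative B-score means reduced calcium response which marks RGS4 activation or potentiation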
#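 Material: Inducible-RGS4 HEK293 cells carrying M3 receptor; also added: carbachol at ECmax as muscarinic agonist stimulus; incubation: compound preincubation 20 min at room temperature before agonist; signal: Fluo4-AM (2 µM) calcium-flux fluorescence, kinetic read; measure: integrated calcium ratio converted to B score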
# KCNQ1 block: inhibitors of human KCNQ1 channel, primary screen, cell-based, thallium flux, high-throughput; Potassium voltage-gated channel subfamily KQT member 1 (Homo sapiens), P51787; CHO-K1 KCNQ1, FluxOR thallium flux fluorescence; active compounds read high; B-score at 10 µM; 310,000 compounds, 1.3% hits; AID 2642, 2010;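 active = compounds whose thallium flux B-score, printed positive for inhibition, exceeds three library SD while starting fluorescence stays within three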;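 note: channel opened by potassium depolarization with thallium stimulus after 20 min compound exposure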
# GSK3B inh: human GSK3beta kinase inhibitors, primary screen, biochemical, cell-free homogeneous, HTS; activity score (negative = inhibition), % at 10 µM; Glycogen synthase kinase-3 beta (Homo sapiens), P49841; GST-GSK3beta kinase, ADP-Glo luminescence, 60 min; active compounds read low; 300,000 compounds, 0.038% hits;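 active = more than half of replicate wells score below -50%, meaning over 50% inhibition versus plate controls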;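 note: 0% = median DMSO wells and -100% = median GW8510 positive control wells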
# Target sequence (P49841 whole entry, looked up): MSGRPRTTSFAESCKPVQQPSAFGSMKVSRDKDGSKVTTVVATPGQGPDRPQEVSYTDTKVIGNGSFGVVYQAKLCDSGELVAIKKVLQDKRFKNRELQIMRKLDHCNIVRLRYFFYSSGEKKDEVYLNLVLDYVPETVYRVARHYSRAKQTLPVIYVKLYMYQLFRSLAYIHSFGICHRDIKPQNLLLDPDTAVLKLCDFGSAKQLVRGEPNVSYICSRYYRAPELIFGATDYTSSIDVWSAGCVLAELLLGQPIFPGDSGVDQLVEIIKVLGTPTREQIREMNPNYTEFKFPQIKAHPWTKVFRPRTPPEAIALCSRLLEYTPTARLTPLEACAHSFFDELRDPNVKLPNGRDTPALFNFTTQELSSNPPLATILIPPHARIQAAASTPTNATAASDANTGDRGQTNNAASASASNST
#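 Test system: GST-tagged human GSK3beta kinase, cell-free; evaluation: activity score scaled between in-plate DMSO and GW8510 controls; measured by: ADP-Glo luminescence; incubation: 60 min reaction, RT; benchmarks: DMSO and 20 µM GW8510; reagent: peptide substrate plus 25 µM ATP (final); medium: Tris/MgCl2 kinase buffer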
# RGS4 inh: RGS4 inhibitors, primary screen, cell-based, HEK293 M3R inducible RGS4, calcium flux; Regulator of G-protein signaling 4 (Homo sapiens), P49798; Fluo-4 calcium flux; active compounds read high; triggered by carbachol at its EC20; B-score at 10 µM; 310,000 compounds, 0.45% hits; AID 463165, 2010;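 active = B-score, a plate-corrected calcium signal, over three deviations above library mean, with baseline fluorescence within five deviations of library mean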;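 note: RGS4 expression induced by doxycycline in cells with stable M3 receptor; B-score is computed from the integrated fluorescence ratio over baseline after carbachol; higher B-score means a larger calcium signal and so more RGS4 inhibition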
# Target sequence (P49798 whole entry, looked up): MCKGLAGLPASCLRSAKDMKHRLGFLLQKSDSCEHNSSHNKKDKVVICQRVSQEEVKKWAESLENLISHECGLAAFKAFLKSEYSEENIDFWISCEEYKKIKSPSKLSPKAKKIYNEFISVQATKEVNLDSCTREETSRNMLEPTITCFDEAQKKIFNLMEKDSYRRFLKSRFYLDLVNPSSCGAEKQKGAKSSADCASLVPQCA
# PolyA inhibitor: polyadenylation inhibitors in yeast reporter cells, primary screen, luminescence, S. cerevisiae; S. cerevisiae SKY197-pL101 polyadenylation reporter, beta-gal luminescence; efflux-impaired pdr1/pdr3 knockout yeast; score 100 = 6 SD above DMSO; calls only at 12 µM; 300,000 compounds, 0.02% hits; AID 1875, 2009;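 active = lowest replicate activity score at least 50, where 100 means six control SD above control mean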;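 note: yeast exposed to compound for 9 h at 30 °C; higher score means more reporter readthrough which indicates perturbed polyadenylation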
# hERG protect: hERG rescue from dofetilide block, primary screen, cell-based, CHO-hERG, FluxOR thallium flux, dofetilide IC70. dofetilide IC70 present. activation (rescue from dofetilide block), less the hit threshold, % at 10 µM. 310,000 compounds, 0.51% hits. AID 1511, 2009;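 active = activation above the mean of controls blocked by dofetilide plus 5 SD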;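 note: thallium influx through hERG after potassium depolarization seen as dye fluorescence rise; in these data hits start at about 4.7%; inactives centre near -7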
# Starred values were filed as active, the others as inactive; i = inactive; / = no result given.
SMILES,KCNQ1 act,KCNK9 inh,KCNK3 inh,Dyrk1A ADPGlo,GSK3A inh,RGS4 pot,KCNQ1 block,GSK3B inh,RGS4 inh,PolyA inhibitor,hERG protect
Cc1noc(NS(=O)(=O)c2ccc(NC(=O)CC(C)C)cc2)c1C,i,i,i,-6,-1,i,i,-2,i,i,-4
CCCNC(=O)c1ccc(C2SCC(=O)N2Cc2ccccc2)cc1 (configuration not stated),i,i,i,0,0,i,i,1,i,i,-10
COc1ccc(NC(=O)c2cc3ccccc3cc2OC)cc1OC,i,i,i,-3,-1,i,i,0,i,i,-2
COc1cc2c(cc1OC)CN(C(=O)CSc1nc3[nH]ncc3c(=O)n1-c1ccccc1)CC2,i,i,/,/,3,i,i,1,i,i,-18
Cc1ccc(N2C(=O)CSC2c2c(F)cccc2Cl)cc1 (configuration not stated),i,i,i,2,-1,-10*,i,3,i,i,-9
COc1ccccc1-c1coc2c(CN3CCCCC3C)c(O)ccc2c1=O (configuration not stated),i,i,i,/,5,i,i,4,i,i,-9
O=C1CSC(c2cn(-c3ccccc3)nc2-c2cc3ccccc3oc2=O)N1Cc1cccnc1 (configuration not stated),i,i,i,-2,-7,i,i,1,i,i,-18
COc1cccc(CN2CCN(c3ncccn3)CC2)c1,i,i,i,-2,-1,i,i,1,i,i,-9
CCCC(=O)Nc1ccc(Cl)c(NC(=O)c2ccco2)c1,i,i,i,13,-3,i,i,-2,i,i,-5
CS(=O)(=O)c1ccccc1-c1nnc(NC(=O)COc2ccc(Cl)cc2)o1,i,i,i,-3,/,i,i,2,i,i,-3
COc1ccc(C(=O)Cc2cc(OC)c(OC)cc2C(=O)c2ccccc2F)cc1OC,i,i,i,0,-1,i,i,1,i,i,-1
CN1C(=O)c2ccc(C(=O)Nc3ccc(Br)cn3)cc2C1=O,i,i,i,-2,2,i,i,2,i,i,-3
O=CN1CCCN(Cc2nc(Cc3ccccc3F)no2)CC1,i,i,i,-6,1,i,i,1,i,i,1
Oc1ccc(C[C@H]2CNCCN2CCc2cccc3ccccc23)cc1,i,i,i,6,0,i,i,-1,i,i,-6
COCCN(CC1CCCN(C2Cc3ccccc3C2)C1)C(=O)c1ccc(C(C)=O)cc1 (configuration not stated),i,i,i,-4,1,i,i,0,i,i,-10
CCN(CC)CCCNC(=S)N(CCO)Cc1cc2cc3c(cc2[nH]c1=O)OCCO3,i,i,i,11,1,i,i,-2,i,i,-11
Cc1ccc(S(=O)(=O)Nc2ccc3c(c2)C(=O)NC3=O)cc1[N+](=O)[O-],i,i,i,6,-3,i,i,3,i,i,-7
O=C1c2ccsc2SCCN1Cc1cccc(Cl)c1,i,i,i,5,-2,i,i,-1,i,i,-11
Cc1nc(SC(C)C(=O)NC2CCCCC2C)c2c(C)c(C)sc2n1 (configuration not stated),i,i,i,-4,1,i,i,1,i,i,-5
COc1ccc(Cl)cc1NC(=O)CN1CCN(S(=O)(=O)c2ccc(F)cc2)CC1,i,i,i,-1,3,i,i,1,i,i,-9

# Copied from the list.
# Cc1ccc(N2C(=O)CSC2c2c(F)cccc2Cl)cc1 (configuration not stated) | GSK3A inh: -1
# COc1ccccc1-c1coc2c(CN3CCCCC3C)c(O)ccc2c1=O (configuration not stated) | GSK3A inh: 5
# COc1ccc(Cl)cc1NC(=O)CN1CCN(S(=O)(=O)c2ccc(F)cc2)CC1 | GSK3B inh: 1
# Cc1noc(NS(=O)(=O)c2ccc(NC(=O)CC(C)C)cc2)c1C | GSK3A inh: -1

# Arranged by SMILES length (low to high): some entries from above
SMILES,KCNQ1 act,KCNK9 inh,KCNK3 inh,Dyrk1A ADPGlo,GSK3A inh,RGS4 pot,KCNQ1 block,GSK3B inh,RGS4 inh,PolyA inhibitor,hERG protect
O=CN1CCCN(Cc2nc(Cc3ccccc3F)no2)CC1,i,i,i,-6,1,i,i,1,i,i,1
COc1ccc(NC(=O)c2cc3ccccc3cc2OC)cc1OC,i,i,i,-3,-1,i,i,0,i,i,-2
COc1ccc(C(=O)Cc2cc(OC)c(OC)cc2C(=O)c2ccccc2F)cc1OC,i,i,i,0,-1,i,i,1,i,i,-1

# Continuation.
SMILES,KCNQ1 act,KCNK9 inh,KCNK3 inh,Dyrk1A ADPGlo,GSK3A inh,RGS4 pot,KCNQ1 block,GSK3B inh,RGS4 inh,PolyA inhibitor,hERG protect
O=C(NCc1ccc(Cl)cc1)c1ccc(-n2cccn2)nc1,i,i,i,0,-2,i,i,-5,i,i,-8
Cc1cc(C)c(C)c(OCCN2CC(C)OC(C)C2)c1 (configuration not stated),i,i,i,13,0,i,i,2,i,i,-7
COc1c(Cl)cc(C(=O)Nc2ccccc2-c2ccccc2)cc1Cl,i,i,i,-2,0,i,i,3,i,i,-4
CCCCC(=O)Nc1nnc(SCC(=O)N2CCN(c3ccccc3OC)CC2)s1,i,i,i,2,-1,i,i,-2,i,i,-11
COc1ccc(CCNC(=O)c2cc(-c3ccccn3)nc3c(Cl)cccc23)cc1OC,i,i,i,/,-1,i,i,2,i,i,-7
CCCC(C)C(=O)Nc1nnc(CCc2ccccc2)s1 (configuration not stated),i,i,i,/,-3,i,i,0,i,i,-7
Cc1nn(-c2ccccc2)c(C)c1C(=O)OCC(=O)c1c(N)n(CC(C)C)c(=O)n(C)c1=O,i,i,i,6,-4,i,i,-5,i,i,-19
CCN1C(=O)[C@H]2[C@@H](c3ccc(C)cc3)N3C(=O)N(c4ccccc4)C(=O)[C@@]3(Cc3ccccc3)[C@H]2C1=O,i,i,i,-1,1,i,i,-4,i,i,-5
CN(C)c1ccc(CNc2nc3ccccc3s2)cc1,i,i,/,/,-1,i,i,1,i,i,-4
COc1cc(/C=N/NC(=O)CNC(=O)c2ccccc2)ccc1OC(=O)c1cccs1,i,i,i,7,0,i,i,-2,i,i,-7
Cc1ccc(C(=O)c2cc3c(cc2N)OCCO3)cc1,i,i,i,3,12,i,i,1,i,i,-13
CN1CCN(S(=O)(=O)c2ccc3c(c2)NC(=O)CS3)CC1,i,i,i,-2,0,i,i,0,i,i,-1
CC1(O)C(=O)C=C2C=C(c3ccsc3)OC=C2C1=O (configuration not stated),i,i,/,/,3,i,i,0,i,i,-10
O=C(Nc1cc(Cl)ccc1O)c1cc2n(n1)C(C(F)(F)F)CC(c1ccc3c(c1)OCO3)N2 (configuration not stated),i,i,i,-2,0,i,i,2,i,i,-7
CNC(=S)N1CCn2cccc2C1c1ccc(F)cc1 (configuration not stated),i,i,i,/,-3,i,i,3,i,i,-20
CCOc1ccc(CNC(=O)CCS(=O)(=O)Cc2cccc(Cl)c2)cc1OC,i,i,i,-1,-4,i,i,-1,i,i,-3
Cc1cccc(CCNC(=O)CC2C(=O)NCCN2Cc2ccc(F)c(F)c2)n1 (configuration not stated),i,i,i,5,-2,i,i,4,i,i,-15
Cc1ccc(-n2nc3c(=S)[nH]nc(C)c3c2C)cc1,i,i,i,3,0,i,i,-1,i,i,-6
COc1cc(OC)c2c(-c3ccccc3)cc(=O)oc2c1C(CC(=O)N1CCOCC1)c1ccc(N(C)C)cc1 (configuration not stated),i,i,i,/,-4,i,i,0,i,/,-10
Cc1ccc(-n2ncc3c(=O)n(CC(=O)Nc4cccc(Cl)c4)cnc32)cc1C,i,i,i,-2,-2,i,i,2,i,i,0
CCOc1ccccc1/C=N/NC(=O)c1nnn(-c2nonc2N)c1CN1CCCCCC1,i,i,i,-12,28,i,i,0,i,i,-9
COc1cccc(CSc2nnc(-c3ccc(F)cc3)o2)c1,i,i,i,-1,0,i,i,-1,i,i,-7
O=C(NCCCc1ccccc1)c1ccc(F)cc1,i,i,i,1,-1,i,i,0,i,i,-8
Nc1ccccc1C(=O)NCc1ccccc1,i,i,i,-7,-8,i,i,-2,i,i,-8
O=C(CNC(=O)c1ccco1)OCC(=O)c1ccc([N+](=O)[O-])cc1,i,i,i,0,-2,i,i,1,i,i,-8
CCOC(=O)c1c(-c2ccccc2)csc1NC(=O)c1ccc(N2C(=O)CCC2=O)cc1,i,i,i,4,-2,i,i,-1,i,i,-11
CCOC(CNC(=O)c1cccc([N+](=O)[O-])c1)OCC,i,i,i,3,2,i,i,2,i,i,-7
O=S(=O)(CCc1nnc(-c2ccccc2)o1)c1ccc2ccccc2c1,i,i,i,-6,0,i,i,1,i,i,-5
O=C(CSc1nnc(COc2ccccc2)o1)Nc1ccc(F)cc1,i,i,i,-6,-1,i,i,-4,i,i,-6
O=C(CN1C(=O)c2cccc3cccc(c23)C1=O)N1CCOCC1,i,i,i,-7,-2,i,i,2,i,i,-9
O=C(COc1ccc(Cl)cc1)Nc1nc(-c2ccc(S(=O)(=O)N3CCOCC3)cc2)cs1,i,i,i,-4,0,i,i,0,i,i,-10
Cc1c(N=C2N=C(NC(=O)Nc3ccc(Cl)cc3)c3ccccc32)c(=O)n(-c2ccccc2)n1C,i,i,i,-3,1,i,i,-22,i,i,-12
CN1CCN(C(=O)C2=C[C@H](C3CCCCC3)C[C@H](OCc3ccc(CO)cc3)O2)CC1,i,i,i,8,-1,i,i,2,i,i,-3

# Not all compounds are listed; count on the stated rates, not on these rows.
